Compound activity from PubChem BioAssay.
HSF1 inh: HSF1 inhibitors in luciferase reporter cells, primary screen, cell-based, NIH3T3, luminescence. NIH3T3-HGL HSE-luciferase, MG132-induced, luminescence 8 h; active compounds read low. activity change, negative = inhibition, % at 7.5 µM (by protocol). 300,000 tested, 0.77% active. AID 2098, 2009;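 active = more than half of replicate wells show activity change below -50%, luminescence cut by over half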;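 note: luciferase reports HSF-1 transcriptional activity via heat shock element; 0% = median of DMSO wells and -100% = zero luminescence signal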
KLF5 inh: KLF5 expression inhibitors, primary screen, DLD-1 cells, luminescence. DLD-1 KLF5 promoter-luciferase reporter. inhibition, % at 5 µM. 290,000 tested, 0.23% active. AID 1700, 2009;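 active = inhibition above a per-plate limit of that plate's mean compound inhibition plus 3 SD, cut at about 60% in these data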;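 note: 0% = DMSO wells and 100% = LY294002 at 200 µM; higher means less KLF5 promoter-driven luciferase light; inactives centre near -14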
SKKanGAS inh: S. pyogenes SKKanGAS growth inhibitors in kanamycin, primary screen, streptokinase expression inhibitor project, SKKanGAS strain, BacTiter-Glo luminescence | inhibition, % at 7.5 µM | AID 1662, 2009 | 300,000 tested, 1.3% active | 6 h;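 active = mean replicate score, as percent of positive control median, at least 50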;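 note: strain carries kanamycin resistance gene driven by streptokinase promoter and grows in 40 µg/ml kanamycin; loss of luminescence reflects streptokinase promoter inhibition or plain growth inhibition; 0% = median of DMSO wells and 100% = positive control at its reference dose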
Platelet DG rel: inhibitors of platelet dense granule secretion, primary screen, cell-based, MLPCN, human platelets; human platelet-rich plasma, SFLLRN dense granule ATP release, luminescence; inhibition, %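 (compounds screened at 7.5 µM in platelet-rich plasma)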; 300,000 tested, 0.22% active; AID 1663, 2009;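 active = mean replicate score, as percent of positive control, at or above 50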
HSF-1 act: HSF-1 activators, primary screen, NIH3T3-HGL cells, MG132 stress, luminescence, single point; 300,000 tested, 1.7% active; NIH3T3-HGL HSF-1 luciferase reporter, 8 h; 100% = twice DMSO control signal; AID 504408, 2011; activation, % at 9 µM;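 active = mean replicate activation of at least 50% with a set share of replicates each reaching 50%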;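 note: 0% = median of the neutral control wells and 100% = twice that signal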
AI-2 QS modul: Vibrio harveyi AI-2 quorum sensing modulators, primary screen, JMH597 strain, luminescence/OD600 ratio; Vibrio harveyi JMH597 AI-2 luminescence/OD600 ratio, 9 h; active compounds read low; strain lacks LuxN and CqsS sensors; 0 = neutral-control median; 300,000 tested, 0.4% active; activity change, % at 7.5 µM; AID 2094, 2009; in the data active = activity change below about -75%, passing the limit was not always enough;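 note: luminescence divided by OD600 gain over 9 h not by final OD600 alone; inactives centre near 13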
HSP90 refold inh: HSP90 inhibitors, primary screen, cell lysate, luminescence; Heat shock protein HSP 90 (rabbit reticulocyte lysate; luciferase refolding); Rabbit reticulocyte lysate, luciferase refolding luminescence, 3 h; inhibition, % at 5.6 µM; 290,000 tested, 0.91% active;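 active = inhibition above the screen-wide mean plus 3 SD, computed separately per campaign, cut at about 16% in these data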;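 note: 0% = DMSO wells and 100% = 60 µM geldanamycin wells; inhibitors lower the luminescence because luciferase stays unfolded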
IEC-6 cytotox: cytotoxicity in IEC-6 intestinal epithelial cells, primary screen, cytotoxicity control for KLF5 inhibitor project, cell-based, luminescence; IEC-6 cytotoxicity, luminescence viability; inhibition, % at 5 µM; 290,000 tested, 0.78% active; AID 1825, 2009; in the data active = inhibition above about 22%;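 note: 0% = plate median of test compound wells and 100% = cytotoxic reference compound wells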
aSyn UTR inh: MLPCN primary screen, SNCA 5' untranslated region. alpha-synuclein 5'UTR reporter, inhibitor activity. inhibition, % (tested at 7.5 µM). 300,000 tested, 0.82% active; in the data active = inhibition above about 60%;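 note: H4 neuroglioblastoma cells stably carrying SNCA 5'UTR luciferase fusion; 0% = DMSO wells and 100% = positive control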
HIF activator: HIF pathway transcriptional activators, primary screen, cell-based, U2OS HRE-luciferase, luminescence; U2OS HRE-luciferase reporter; normalized: DMSO 0%, desferrioxamine 100%; AID 1910, 2009; 300,000 tested, 0.32% active; activation, % at 7.5 µM (by protocol);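 active = mean activation of at least 10% of the iron chelator positive control signal, with at least half of replicates also reaching 10%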
An asterisk follows results filed as active; / = no result given.

SMILES | HSF1 inh | KLF5 inh | SKKanGAS inh | Platelet DG rel | HSF-1 act | AI-2 QS modul | HSP90 refold inh | IEC-6 cytotox | aSyn UTR inh | HIF activator
CCC(C)NC(=O)CSc1nc2ccsc2c(=O)n1-c1ccc(OC)cc1 (centres undefined) | -2 | -29 | 0 | 0 | 6 | 29 | 1 | -2 | -4 | 0.1
CCOCCn1c(SCCCc2ccccc2)nc2c1c(=O)[nH]c(=O)n2C | 9 | 11 | -1 | 6 | -14 | 4 | 3 | 9 | 44 | 0.1
COc1ccc(N(C)C(=O)C2CCN(S(=O)(=O)c3cccc4nonc34)CC2)cc1 | -7 | -25 | -4 | -18 | -1 | 13 | -5 | 3 | 14 | -0.7
CC(NC(=O)C1CC1)C(c1cccs1)N1CCOCC1 (centres undefined) | -1 | -20 | -9 | 0 | -9 | -5 | -1 | 2 | 14 | -0.2
O=C(Nc1ccc(Cl)cc1)C1CC2CCCC(C1)C2=O (centres undefined) | -3 | 13 | -1 | 5 | 9 | 18 | 1 | 3 | 2 | -0.2
C/C(=N\NC(=O)c1ccccc1F)c1cccc(NC(=O)c2ccc(C)cc2)c1 | 13 | -79 | 5 | 6 | 28 | 8 | 3 | 11 | -74 | 3.4
CC(C)C(NS(=O)(=O)c1ccc2c(c1)C(C)(C)C(=O)N2C)C(=O)NCc1ccc(F)cc1 (centres undefined) | 9 | -17 | 4 | 5 | 1 | 31 | -2 | 4 | -24 | -0.4
Cc1ccc(N(C(=O)CNC(=O)c2ccco2)C(C(=O)NC2CCCCC2)c2cccnc2)cc1 (centres undefined) | -1 | -18 | 0 | 1 | 13 | 16 | -3 | -5 | -15 | 0.2
COc1ccc(-c2noc(C(C)n3nc(C)c([N+](=O)[O-])c3C)n2)cc1OC (centres undefined) | -3 | -14 | 5 | 15 | 16 | 12 | 2 | 0 | 16 | -0.1
O=C1CN2C(=Nc3ccc(Br)cc3C2c2ccccc2)CCN1 (centres undefined) | 19 | -13 | 1 | -2 | 46 | 31 | 1 | 3 | 7 | -1.9
CCCCNC(=O)c1cc2ccccc2s1 | 10 | -90 | -2 | 1 | 40 | 26 | 2 | 1 | -108 | 2.1
O=C(Nc1cc(C(F)(F)F)ccc1-n1cncn1)C1CC1 | -6 | / | -4 | 9 | -10 | 16 | / | / | 19 | 1.4
CCCCN1C(=O)C(NC(=O)CC(C)C)(C(F)(F)F)C2=C1CC(C)(C)CC2=O (centres undefined) | -7 | -34 | -2 | -3 | -11 | 14 | 1 | -2 | 9 | -0.6
Cc1cc(=O)[nH]c(N/N=C/c2cn(CCC#N)nc2-c2ccccc2)n1 | -3 | -1 | 4 | 1 | 0 | 12 | 5 | 9 | -8 | 0.1
Nc1ccc2[nH]ncc2c1 | -6 | -9 | -2 | 0 | 4 | 22 | 6 | 1 | 2 | 0.6
CC(C)C(C(=O)OCC(=O)c1ccccc1)N1C(=O)C2C3C=CC(C3)C2C1=O (centres undefined) | 0 | -24 | -11 | -7 | 25 | 10 | -1 | 3 | 15 | -0.3
Cc1cccc(N(C(=O)c2sc(C)nc2C)C(C(=O)NCc2ccco2)c2ccccc2)c1 (centres undefined) | 3 | -57 | -3 | -8 | 7 | 22 | 1 | 0 | -3 | 0.8
C/C(=N/Nc1cc(-c2ccccc2)nc(-c2ccccc2)n1)c1ccc(O)cc1 | 3 | -15 | 99* | -7 | 3 | 26 | -2 | -5 | -55 | 3.2
Cc1cccn2c(/C=N/OCc3ccc(F)cc3)c(-c3ccc(Cl)cc3)nc12 | 2 | -50 | 2 | -18 | 1 | 3 | -3 | -3 | 16 | -0.5
COC1CCN(C(=O)c2ccc(OC3CCN(Cc4ccccn4)CC3)cc2)CC1 | -6 | -31 | 4 | 8 | -1 | 11 | -5 | -1 | -6 | 0.3
CCOC(=O)CNC(=S)N1CCn2c(nc3ccccc32)C1 | 2 | -4 | 5 | 2 | -1 | 9 | 1 | 1 | 1 | -0.1
O=C1OC(Cc2ccccn2)C(=O)C1=C1SCCS1 (centres undefined) | 11 | -18 | -11 | -3 | 3 | 9 | -3 | 4 | -44 | /
O=C(O)C1C2CCC(O2)C1C(=O)Nc1cnn(Cc2ccccc2)c1 (centres undefined) | -5 | -36 | -9 | -4 | -6 | -19 | -1 | -4 | 3 | 0.1
Cc1ccc(-n2c(C)nc3c(cnn3-c3ccc(F)cc3)c2=O)cc1 | -21 | 0 | 1 | -5 | -7 | 20 | 0 | 1 | -15 | 1.4
C#CCOCCOCCOCCNc1nc(N2CCN(C(=O)Cn3cc(CCCCN)nn3)CC2)nc(N2CCN(C(=O)[C@H](C)n3cc(CCCN=C(N)N)nn3)CC2)n1 | 3 | 6 | -2 | -5 | -13 | 12 | -1 | 4 | 3 | -3.0
Continuation:
SMILES | HSF1 inh | KLF5 inh | SKKanGAS inh | Platelet DG rel | HSF-1 act | AI-2 QS modul | HSP90 refold inh | IEC-6 cytotox | aSyn UTR inh | HIF activator
COc1cccc2c(=O)cc(C)n(CC(=O)Nc3cccc(C)c3)c12 | 3 | 5 | -19 | -2 | 5 | 18 | 0 | 2 | -15 | 0.3
COc1ccc(OC)c(/C=C/C(=O)Nc2ccc(OC)nc2)c1 | 0 | -15 | -9 | -3 | 12 | 10 | 1 | 4 | -41 | 0.3
COc1cc(/C=N\NC(=O)c2ccc(Cl)cc2)ccc1Oc1ccc([N+](=O)[O-])cn1 | 0 | -19 | 6 | 17 | 5 | 23 | 6 | 0 | 18 | -0.2
COc1ccc2cc3cc(C(=O)NCCN4CCc5ccccc5C4)sc3nc2c1 | 48 | -25 | 2 | -18 | 74* | 26 | -6 | -4 | -209 | -30
CC(C)c1ccc(/C=N/NC(=O)CN(c2cccc(Cl)c2Cl)S(C)(=O)=O)cc1 | 4 | -12 | 22 | 8 | 8 | 39 | -3 | -6 | 33 | -0.3
O=C(O)c1ccc(S(=O)(=O)c2ccc3c(c2)C(=O)N(c2ccc(Br)cc2)C3=O)cc1 | 20 | -27 | 1 | 3 | 9 | 38 | 1 | -4 | -8 | 0.6
CC(C)(C)c1cc(C(=O)N/N=C/c2ccc(F)cc2)n(-c2ccccc2)n1 | -1 | -14 | 1 | 8 | 7 | 8 | 3 | 9 | 1 | /
N#Cc1ccccc1OCC(=O)Nc1ccccc1C(=O)NC1CC1 | -1 | / | -1 | -8 | 7 | / | / | / | 10 | 0.3
CCOC(=O)c1cnc2ccc(C)cc2c1OCc1cc(F)cc(F)c1 | 12 | -9 | 5 | 0 | 7 | 12 | 1 | -2 | 21 | -1.8
O=C(Nc1c(Cl)cc(Cl)cc1C(=O)NCCN1CCOCC1)c1cccc([N+](=O)[O-])c1 | 0 | -23 | -1 | 6 | -3 | 15 | 1 | -5 | -31 | 0.1
CCCCC1S/C(=N/N=C/c2ccco2)NC1=O (centres undefined) | 6 | 9 | -5 | 1 | 10 | 5 | -4 | 0 | 0 | 0.4
COc1ccc(S(=O)(=O)N(C)C)cc1NC(=O)[C@H](Cc1ccccc1)N1C(=O)c2ccccc2C1=O | -2 | -7 | -2 | -61 | 30 | 19 | 1 | 2 | -8 | -1.1
CCOc1ccc(NS(=O)(=O)N(C)C)cc1 | -1 | 5 | -5 | 4 | 0 | 64 | 2 | -2 | -18 | 0.0
COc1ccc(CNC(=S)N2CCN(Cc3ccccc3)CC2)cc1 | -3 | -17 | -12 | -13 | -15 | 4 | 5 | 0 | -6 | -0.2
Cc1ccc(-n2nc3c(c2NC(=O)c2cc4ccccc4o2)CS(=O)(=O)C3)cc1 | 3 | -10 | 0 | -2 | 0 | 11 | -2 | -1 | 15 | -0.3
CCCC(=O)NC(=S)Nc1ccccc1C(F)(F)F | -3 | -9 | 4 | 1 | 14 | -34 | -2 | 1 | 30 | 0.5
CCOc1cc2c(cc1OCC)C(c1ccccc1)N(c1ccc(C(=O)O)cc1)C(=O)C2 (centres undefined) | -10 | -31 | 1 | 0 | -5 | 16 | -4 | -1 | -4 | 0.0
O=C(NCc1ccccc1F)C1CCC(=O)N(Cc2ccc(Cl)cc2)C1 (centres undefined) | 2 | 1 | 3 | 4 | 1 | 28 | 0 | 4 | 16 | 0.3
COC(=O)c1cc2cc(NS(=O)(=O)c3ccc(C)cc3)ccc2s1 | 12 | -7 | 2 | 0 | 20 | 36 | 4 | 6 | 6 | -0.4
Cn1c(SCC(=O)c2ccc(O)c(O)c2)nnc1-c1ccccc1 | -10 | -38 | 7 | 9 | -18 | 20 | -7 | -5 | -9 | -0.8
C=CCN(c1ccc(F)cc1)S(=O)(=O)c1cc(C(=O)OCC(=O)N(C)C2CCS(=O)(=O)C2)ccc1Cl (centres undefined) | -11 | -4 | 10 | 3 | -7 | 18 | 2 | 2 | -4 | -0.4

Filtered by structure, the compounds so far with a Cl atom
SMILES | HSF1 inh | KLF5 inh | SKKanGAS inh | Platelet DG rel | HSF-1 act | AI-2 QS modul | HSP90 refold inh | IEC-6 cytotox | aSyn UTR inh | HIF activator
O=C(Nc1ccc(Cl)cc1)C1CC2CCCC(C1)C2=O (centres undefined) | -3 | 13 | -1 | 5 | 9 | 18 | 1 | 3 | 2 | -0.2
Cc1cccn2c(/C=N/OCc3ccc(F)cc3)c(-c3ccc(Cl)cc3)nc12 | 2 | -50 | 2 | -18 | 1 | 3 | -3 | -3 | 16 | -0.5
COc1cc(/C=N\NC(=O)c2ccc(Cl)cc2)ccc1Oc1ccc([N+](=O)[O-])cn1 | 0 | -19 | 6 | 17 | 5 | 23 | 6 | 0 | 18 | -0.2
CC(C)c1ccc(/C=N/NC(=O)CN(c2cccc(Cl)c2Cl)S(C)(=O)=O)cc1 | 4 | -12 | 22 | 8 | 8 | 39 | -3 | -6 | 33 | -0.3
O=C(Nc1c(Cl)cc(Cl)cc1C(=O)NCCN1CCOCC1)c1cccc([N+](=O)[O-])c1 | 0 | -23 | -1 | 6 | -3 | 15 | 1 | -5 | -31 | 0.1
O=C(NCc1ccccc1F)C1CCC(=O)N(Cc2ccc(Cl)cc2)C1 (centres undefined) | 2 | 1 | 3 | 4 | 1 | 28 | 0 | 4 | 16 | 0.3
C=CCN(c1ccc(F)cc1)S(=O)(=O)c1cc(C(=O)OCC(=O)N(C)C2CCS(=O)(=O)C2)ccc1Cl (centres undefined) | -11 | -4 | 10 | 3 | -7 | 18 | 2 | 2 | -4 | -0.4
